Bioassay records from PubChem.
OPRM1-OPRD1 ag: OPRM1-OPRD1 heterodimerization agonism. P35372+P41143. cells, luminescence. activation, % at 9.3 µM. 340,000 tested, 0.3% active. AID 504326; in the data active = activation above about 18%;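 also: 0% = vehicle-treated cells and 100% = reference agonist; values of inactives mirror those of a sister screen read the other way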
AddAB inh: less growth of phage-infected E. coli with AddAB; E. coli expressing H. pylori AddAB, absorbance growth; 330,000 tested, 0.29% active; AID 435030; inhibition, % at 11.9 µM; in the data active = inhibition above about 12%;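 also: 0% = vehicle wells of infected cells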
Arr AP2 block: blocks beta-arrestin peptide binding to AP2 adaptin; 340,000 tested, 0.31% active; inhibition, % at 10 µM; AID 504490; FITC-arrestin peptide / GST-AP2 beads, flow cytometry; AP2 beta2 appendage carries R879A mutation;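 active = inhibition above a set limit, near 3 SD of compounds lacking own fluorescence, cut at about 54% in these data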;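 also: plate controls were DMSO wells for no effect and 5 µM unlabelled arrestin peptide for full effect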
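test system = AP2 appendage R879A on GSH beads | buffer or medium = PBS plus Tween 20 (0.05%) and BSA (0.1%) | incubation = 12 min plus 1 h, RT | detection = bead flow cytometry, FITC channel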
Ecoli viability: counter-screen for AddAB inhibitors: E. coli growth inhibition; E. coli V3065 growth, OD600 absorbance, 18 h; inhibition, % at 11.9 µM; 330,000 tested, 0.27% active; AID 449728;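 active = inhibition above the campaign's mean inhibition across all tested compounds plus 3 SD, cut at about 9.9% in these data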;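 also: uninfected addAB+ strain grown without phage in ampicillin broth; 0% = DMSO wells and 100% = ciprofloxacin 0.95 µg/ml wells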
phage Ecoli inh: E. coli growth loss with phage present. growth absorbance. inhibition, % at 11.9 µM. 360,000 tested, 0.26% active; in the data active = inhibition above about 11%
PfHsp90 set2: reduces growth (ATP signal) of yeast expressing P. falciparum Hsp90 | 310,000 tested, 0.32% active | AID 504621 | inhibition, % at 9.4 µM | S. cerevisiae expressing PfHsp90, BacTiter-Glo ATP, 48 h; yeast lacking PDR1 and PDR3 efflux regulators;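 active = every replicate shows inhibition above about 80%, whatever the replicate mean, limit read from the data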;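 also: 0% = DMSO neutral controls and 100% = 20 µM radicicol positive controls; yeast relying on Plasmodium falciparum Hsp90 in place of its own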
Mot1-301 SUMO: inhibitors of SUMOylation pathway: yeast Mot1-301 growth rescue; S. cerevisiae Mot1-301 growth rescue, ATP luminescence, 38.5C; percent above DMSO median, 100 means doubled; growth rescue, % at 18.8 µM; 320,000 tested, 1% active;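 active = every valid replicate shows activation above 250% relative to neutral control wells; inactive = the rest, any valid replicate at or below 250%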;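 also: OY570 slx delta 5 strain wells were the positive control but not used for scaling; some compounds called inactive have numbers as strong as hits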
MOR-DOR inv ag: mu-delta opioid heterodimer inverse agonism | inhibition, % at 9.3 µM | cell-based MOR-DOR heterodimer luminescence | 340,000 tested, 0.21% active; in the data active = inhibition above about 22%, passing the limit was not always enough;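 also: 0% = cells with DMSO and 100% = wells without cells with DMSO; values of inactives mirror those of a sister screen read the other way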
Tat transport: inhibitors of E. coli Tat protein transport; inhibition, % at 10 µM; 340,000 tested, 0.036% active; E. coli MC4100 TorA-mCherry Tat export, fluorescence;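 active = mean replicate inhibition at least 50% and at least half of replicates individually reaching 50%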;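 also: exported cargo escapes ClpAP degradation while cytoplasmic cargo is degraded and loses fluorescence; 0% = median of neutral control wells and 100% = median of NaSCN control wells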
DSG3 Ab inh: human desmoglein-3 autoantibody binding inhibition | P32926 | DSG3-coupled beads, scFv-anti-DSG3-GFP binding, flow cytometry; hits give low values | 310,000 tested, 0.48% active | binding (percent of control), % at 10 µM;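 active = binding more than 3 SD below its plate's average and above zero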;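 also: hits lower antibody fragment binding to DSG3; some compounds called inactive have numbers as strong as hits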
Target sequence (P32926 whole entry, looked up, the tested form may be a part): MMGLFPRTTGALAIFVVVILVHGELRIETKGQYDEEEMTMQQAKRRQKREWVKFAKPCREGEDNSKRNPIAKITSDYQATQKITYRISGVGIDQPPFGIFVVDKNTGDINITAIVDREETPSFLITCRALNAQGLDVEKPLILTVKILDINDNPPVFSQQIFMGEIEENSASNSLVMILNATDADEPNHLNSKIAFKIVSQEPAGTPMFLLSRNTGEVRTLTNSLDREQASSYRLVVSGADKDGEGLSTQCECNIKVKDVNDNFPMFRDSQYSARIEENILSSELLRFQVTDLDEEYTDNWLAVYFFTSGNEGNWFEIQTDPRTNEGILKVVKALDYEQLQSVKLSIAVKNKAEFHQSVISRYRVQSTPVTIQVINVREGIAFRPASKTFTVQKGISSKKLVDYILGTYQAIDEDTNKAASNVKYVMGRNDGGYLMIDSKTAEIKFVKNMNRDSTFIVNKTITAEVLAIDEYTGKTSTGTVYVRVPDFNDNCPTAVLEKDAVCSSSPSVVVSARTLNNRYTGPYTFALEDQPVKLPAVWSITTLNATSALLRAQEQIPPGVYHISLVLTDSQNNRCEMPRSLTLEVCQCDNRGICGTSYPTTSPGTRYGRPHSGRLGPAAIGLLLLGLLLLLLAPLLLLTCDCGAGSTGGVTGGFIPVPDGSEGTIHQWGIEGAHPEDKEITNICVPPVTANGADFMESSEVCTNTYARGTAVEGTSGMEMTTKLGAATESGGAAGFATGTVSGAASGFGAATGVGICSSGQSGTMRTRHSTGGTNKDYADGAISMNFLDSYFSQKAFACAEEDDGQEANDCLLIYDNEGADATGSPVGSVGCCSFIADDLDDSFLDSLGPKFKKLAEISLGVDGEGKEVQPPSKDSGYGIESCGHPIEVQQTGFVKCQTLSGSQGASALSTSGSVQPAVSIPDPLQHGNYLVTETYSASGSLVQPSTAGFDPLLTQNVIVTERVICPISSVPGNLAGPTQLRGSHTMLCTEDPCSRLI
PKA-R1A activ: PKA-R1A complex activation. PKA-R1A dissociation, Cy5-IP20 fluorescence polarization; scaled: DMSO 0%, 113 µM cGMP 100%. activation, % at 11.4 µM. 340,000 tested, 0.083% active. AID 504707;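 active = percent activation above the mean of all tested compounds plus 3 SD, cut at about 19% in these data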;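 also: higher means more PKAc released from R1A so a rise in polarization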
* = called active by the depositor; . = no result given.

Results follow in this order: OPRM1-OPRD1 ag | AddAB inh | Arr AP2 block | Ecoli viability | phage Ecoli inh | PfHsp90 set2 | Mot1-301 SUMO | MOR-DOR inv ag | Tat transport | DSG3 Ab inh | PKA-R1A activ
[1] COc1cc(C(=O)OCC(=O)Nc2ccc(SC(F)F)cc2)cc(OC)c1OC
 : 5.7 | 0.0 | -20.0 | -2.5 | 0.7 | -1.7 | -4.2 | -30.0 | -1.2 | 101.0 | -11.7
[2] CCc1cc(C(c2ccc(OC)c(OC)c2)N2CCOCC2)c(NC(=O)c2ccccc2)s1 (stereo not drawn)
 : 1.4 | 3.5 | 4.7 | -0.3 | 1.1 | -11.5 | 10.0 | -7.1 | 12.7 | 106.5 | 9.4
[3] CSc1cccc(NC(=O)Cn2cnc(S(=O)(=O)N3CCCC3)c2)c1
 : 0.3 | -1.6 | 39.4 | -0.2 | 2.2 | 6.4 | 20.9 | -1.6 | 5.4 | . | 0.1
[4] O=C(c1cccs1)N1CCN(c2nc3ccc([N+](=O)[O-])cc3s2)CC1
 : -0.4 | -0.6 | 28.2 | -1.1 | 2.4 | 2.5 | . | 2.7 | -2.5 | 98.8 | -9.9
[5] COc1ccc(C(=O)Nc2ncc3c(n2)CC(c2ccco2)CC3=O)cc1 (stereo not drawn)
 : -1.7 | 0.2 | -2.2 | -1.1 | 4.0 | -6.8 | -5.5 | 9.9 | 3.1 | 99.8 | -0.6
[6] O=C(Nc1ccc(Cl)c(Cl)c1)Nc1ccccc1C(=O)O
 : -0.6 | 1.1 | -4.6 | 1.8 | 7.3 | 13.5 | -7.3 | 4.5 | 5.1 | 97.5 | -4.7
[7] CCc1ccc(CN(C)CC(=O)Nc2sccc2C#N)cc1
 : 0.4 | 1.9 | -9.4 | 0.1 | 3.5 | 4.8 | 12.7 | -2.2 | 6.5 | 99.6 | 2.9
[8] c1ccc2c3c(c(CN4CCCC4)cc2c1)COC3
 : -1.0 | 1.4 | 5.7 | 1.9 | 2.2 | 2.0 | -4.1 | 5.3 | 14.5 | 102.5 | -0.8
[9] O=C(O)c1ccc(Cn2cnc3c(=S)nc[nH]c32)cc1
 : -4.3 | . | -4.9 | . | 1.3 | -27.9 | . | 22.2 | -1.2 | 92.7 | -14.9
[10] Cc1cc(N2CCCC2)ccc1NC(=O)CN1C(=O)NC(C)(c2ccccc2)C1=O (stereo not drawn)
 : -1.2 | 3.9 | -12.0 | 1.3 | -1.2 | 4.6 | 1.1 | 6.9 | 2.6 | 111.9 | -10.8
[11] COc1ccc(-c2ccc(S(=O)(=O)NCC3CCCO3)cc2)cc1 (stereo not drawn)
 : -1.1 | 2.0 | 2.2 | 1.4 | . | 7.7 | 133.0 | 7.2 | -1.2 | 87.0 | 4.1
[12] Nc1nnc(SCC(=O)Nc2ccc(N3CCOCC3)cc2)s1
 : -0.9 | 3.2 | 3.5 | 3.0 | 1.8 | . | -18.6 | 5.5 | 3.2 | 97.1 | 6.3
[13] Cc1ccc(-n2ncc3c(=O)n(CC(N)=O)cnc32)cc1C
 : -0.8 | 1.2 | -9.2 | -0.8 | -0.7 | 6.7 | -17.7 | 3.9 | 2.5 | 99.4 | -0.1
[14] CCOC(=O)N1CCN(CC(O)COc2ccccc2C(C)CC)CC1 (stereo not drawn)
 : 0.1 | -0.5 | -7.9 | -0.3 | 1.2 | -11.7 | 790.4 | -0.2 | 0.5 | 132.3 | -8.6
[15] NC(=O)c1ccccc1NC(=O)/C=C/c1ccccc1
 : -2.4 | 2.9 | 3.6 | 1.9 | 2.1 | 0.1 | -13.4 | 12.9 | 11.0 | 117.6 | -9.3
[16] CC(C)(C)NC(=O)Nc1ccc(Cn2cc(C(F)(F)F)ccc2=O)cc1
 : -1.1 | 0.7 | -8.6 | 0.4 | 3.7 | -9.0 | 1.0 | 5.6 | 3.9 | 108.8 | -1.4
[17] CC(C)c1ccc2oc(-c3ccc(NC(=O)c4ncn[nH]4)cc3)nc2c1
 : 3.4 | 0.3 | 3.7 | -1.7 | -0.3 | . | 40.2 | -20.2 | 8.2 | 92.9 | 1.1
[18] CCn1c(=O)cc(OCC(=O)N2CCN(c3cccc(C(F)(F)F)c3)CC2)c2ccccc21
 : -1.1 | 1.2 | 23.5 | -0.2 | 1.2 | 1.3 | -5.0 | 5.5 | 5.6 | 90.4 | -25.6
[19] CC(=O)c1ccc(S(=O)(=O)N2CCCc3ccccc32)cc1
 : -1.4 | -1.0 | -14.5 | -0.1 | 1.7 | 3.4 | -18.3 | 7.2 | 2.7 | 132.8 | 2.9
[20] Cc1ccc2c(COC(=O)C3CC(=O)N(c4ccc5c(c4)OCCO5)C3)cc(=O)oc2c1 (stereo not drawn)
 : -1.2 | -1.6 | -11.1 | -2.8 | 3.8 | 3.9 | 7.0 | 6.5 | -8.7 | 115.2 | -7.5

Additional compounds
Results follow in this order: OPRM1-OPRD1 ag | AddAB inh | Arr AP2 block | Ecoli viability | phage Ecoli inh | PfHsp90 set2 | Mot1-301 SUMO | MOR-DOR inv ag | Tat transport | DSG3 Ab inh | PKA-R1A activ
[21] Nc1nnc(-c2ccc(Cl)c(Cl)c2)s1
 : -0.9 | 4.5 | 5.9 | 3.8 | 3.7 | -33.4 | 63.1 | 4.7 | -17.6 | 101.8 | -1.5
[22] COCCN(C(=O)CSc1nnc(-c2cccc(F)c2)n1N)c1c(N)n(CC(C)C)c(=O)[nH]c1=O
 : -1.1 | -0.9 | 12.7 | -0.6 | 2.2 | -9.2 | 5.2 | 7.4 | -8.1 | 102.0 | 8.5
[23] O=C(CCCc1nc(-c2ccccc2Cl)no1)NCc1cccnc1
 : 0.0 | -0.1 | -2.8 | 0.1 | 2.6 | . | 24.4 | -0.2 | 3.2 | . | -2.9
[24] Cc1cc(C)c(S(=O)(=O)Nc2ccc(C(N)=O)cc2)c(C)c1
 : -4.0 | 1.2 | -7.8 | 0.7 | 2.4 | 16.4 | -17.7 | 19.1 | -8.0 | 104.1 | -4.8
[25] Cc1csc(SCC(=O)Nc2cccc(C)c2C)n1
 : -2.6 | 3.9 | -5.5 | 0.9 | -2.7 | -5.8 | -0.8 | 10.1 | -3.3 | 111.2 | 9.4
[26] CN(C)c1nc(SCC(=O)Nc2ccc(Cl)c(Cl)c2)nc(N2CCOCC2)n1
 : 4.4 | 2.7 | 2.4 | 1.4 | 0.1 | -8.2 | -2.6 | -23.2 | -3.5 | 108.1 | -8.3
[27] O=C(Nc1ccc(F)cc1)C1COc2ccccc2O1 (stereo not drawn)
 : -2.3 | -0.7 | -10.2 | -2.6 | -2.2 | -17.1 | -1.0 | 11.0 | -7.9 | 97.9 | -4.0
[28] N#Cc1c2c(c(Nc3ccccc3)n3c1nc1ccccc13)CCC2
 : 1.2 | 3.3 | -1.3 | 0.4 | 0.9 | 9.1 | -19.7 | -7.1 | -0.6 | 105.3 | 2.6
[29] COc1ccc(CSc2nnc(C)n2N)cc1Br
 : -2.0 | 2.1 | 4.9 | 1.3 | 4.5 | 0.5 | . | 11.6 | 0.8 | 104.7 | -6.3
[30] Cc1ccc2[nH]c(O)c(N=NC(=O)C(C)n3cnc4ccccc4c3=O)c2c1 (stereo not drawn)
 : -2.7 | -0.1 | 8.5 | -1.6 | 1.7 | -2.2 | 34.8 | 13.5 | 4.2 | 103.5 | -15.8
[31] O=C(NCCCCCc1nc2ccccc2[nH]1)c1ccccc1Cl
 : -0.9 | 3.1 | -2.5 | -1.1 | 0.8 | 0.0 | 70.2 | 4.8 | -2.5 | 117.8 | -1.6
[32] CCn1c([N+](=O)[O-])nc2c1c(=O)[nH]c(=O)n2C
 : -0.2 | . | -2.3 | . | 5.0 | -5.3 | . | 0.9 | -9.3 | 104.0 | -12.2
[33] CCC(Sc1ccccn1)C(=O)Nc1cccc([N+](=O)[O-])c1 (stereo not drawn)
 : -2.5 | -1.3 | 9.1 | 0.4 | 5.2 | -6.0 | 4.0 | 12.6 | -2.6 | 88.7 | -13.9
[34] COc1ccc(N2CSC3=C(C#N)C(c4cccs4)CC(=O)N3C2)cc1 (stereo not drawn)
 : -2.5 | 2.1 | 0.7 | -0.8 | 0.8 | 0.5 | . | 12.7 | -8.0 | 112.8 | -4.5
[35] CCN(CC)S(=O)(=O)c1ccc(Cl)c(C(=O)NCC2CCCO2)c1 (stereo not drawn)
 : 0.6 | -0.8 | 20.3 | 1.4 | 1.8 | 0.4 | -2.9 | -3.7 | -16.2 | 99.1 | -1.6
[36] CC(=O)c1c(C)[nH]c(C(=O)COC(=O)C2(C)CC2(Cl)Cl)c1C (stereo not drawn)
 : -2.0 | 1.0 | 4.7 | 2.8 | -0.1 | . | -13.2 | 7.8 | -6.7 | 96.7 | 9.4
[37] CCCCCOc1ccc(CSc2ncn[nH]2)cc1
 : 6.3 | -2.2 | 10.4 | 2.1 | 1.4 | 4.2 | 52.1 | -36.3 | 2.4 | 100.6 | 3.6
[38] Brc1cnc(N2CCCCC2)nc1N1CCOCC1
 : -0.4 | -0.9 | 6.8 | 0.4 | 3.5 | 3.0 | 7.5 | 2.4 | 7.0 | 113.8 | -13.6
[39] CCN(CC)S(=O)(=O)c1ccc(N2CCOCC2)c(NC(=O)CN2C(=O)NC3(CCCC3)C2=O)c1
 : -1.9 | . | -5.2 | . | 2.4 | -3.6 | . | 7.0 | -2.3 | 100.0 | -5.5
[40] CC(C)C(C(=O)Nc1nccs1)c1ccccc1 (stereo not drawn)
 : -0.7 | 3.5 | -1.0 | -2.3 | -0.7 | -10.1 | -8.9 | 4.0 | 7.9 | 104.8 | -6.6
[41] C=CCC1(C(=O)N(C)Cc2ccccc2)CCN(C(=O)OC(C)(C)C)CC1
 : -1.2 | 2.6 | -4.1 | 1.2 | 1.8 | . | 4.2 | 6.8 | -4.9 | 104.3 | -6.4
[42] CCCCN(C(=O)CSc1ncn[nH]1)c1c(N)n(Cc2ccccc2)c(=O)[nH]c1=O
 : -4.1 | -0.1 | -6.3 | -1.3 | 0.4 | 8.4 | 1.9 | 16.4 | -5.5 | . | -7.8

In a second layout: results already given
[27] O=C(Nc1ccc(F)cc1)C1COc2ccccc2O1 (stereo not drawn)
[28] N#Cc1c2c(c(Nc3ccccc3)n3c1nc1ccccc13)CCC2
[29] COc1ccc(CSc2nnc(C)n2N)cc1Br
[30] Cc1ccc2[nH]c(O)c(N=NC(=O)C(C)n3cnc4ccccc4c3=O)c2c1 (stereo not drawn)

Screen / compound no.	27	28	29	30
OPRM1-OPRD1 ag	-2.3	1.2	-2.0	-2.7
AddAB inh	-0.7	3.3	2.1	-0.1
Arr AP2 block	-10.2	-1.3	4.9	8.5
Ecoli viability	-2.6	0.4	1.3	-1.6
phage Ecoli inh	-2.2	0.9	4.5	1.7
PfHsp90 set2	-17.1	9.1	0.5	-2.2
Mot1-301 SUMO	-1.0	-19.7	.	34.8
MOR-DOR inv ag	11.0	-7.1	11.6	13.5
Tat transport	-7.9	-0.6	0.8	4.2
DSG3 Ab inh	97.9	105.3	104.7	103.5
PKA-R1A activ	-4.0	2.6	-6.3	-15.8
